Assay outcomes: PubChem BioAssay, several laboratories
CR mimetic SO: caloric restriction mimetics inhibiting age-related superoxide in yeast | S. cerevisiae aged cells, superoxide DHE fluorescence; active compounds read low | superoxide response (% of plate mean), % at 10 µM | actives 0.18% (n = 330,000) | AID 2690;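 active = superoxide response under a set limit, about three screen SD below normal, cut at about 65% in these data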;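 note: yeast aged for seven days with compound at 30 °C before DHE staining; 100% = average MFI of all compound-treated wells on the plate with controls excluded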
MEP2 TOR yeast: modulators of TOR pathway MEP2-GFP in S. cerevisiae; S. cerevisiae MEP2-GFP strain, flow cytometry GFP, 3 h; 100% = DMSO control level; GFP response vs DMSO, % at 10 µM; actives 0.51% (n = 330,000);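 active = GFP response versus DMSO above a set limit, roughly screen mean plus 3 SD, cut at about 180% in these data; inconclusive = fewer than 70 cells counted for a yeast strain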;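 note: median GFP fluorescence of the barcode-gated MEP2-GFP cells per well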
CIT2 TOR yeast: alters CIT2-GFP fluorescence in TOR pathway yeast screen; S. cerevisiae CIT2-GFP strain, flow cytometry, 3 h; 100 means same as DMSO wells; AID 2029; GFP response vs DMSO, % at 10 µM; actives 0.065% (n = 320,000);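 active = GFP response relative to DMSO above a set limit, near the screen mean plus 3 SD, cut at about 150% in these data; inconclusive = Fewer than 70 cells measured for a yeast strain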;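 note: ratio of well median GFP fluorescence to mean of DMSO wells on the plate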
Efflux pump inh: inhibitors of Candida antifungal efflux pumps expressed in yeast. S. cerevisiae Candida pump triplex, Nile Red efflux. inhibition, % at 10 µM. actives 0.44% (n = 330,000);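 active = plate passing quality check with inhibition over a set limit, or well fluorescence over plate mean plus 4 SD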;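 note: Nile Red retained in pooled yeast measured as flow cytometry median fluorescence; 0% = buffer negative control and 100% = Enniatin B positive control; higher means more Nile Red kept so more efflux inhibition; some compounds called inactive have numbers as strong as hits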
AHR activator: activates the human aryl hydrocarbon receptor | P35869 | AHR-responsive luciferase reporter cells, luminescence | activation, % at 5 µM | actives 2.5% (n = 320,000); in the data active = activation above about 47%;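 note: 0% = vehicle wells and 100% = reference agonist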
Target sequence (P35869 whole entry, looked up): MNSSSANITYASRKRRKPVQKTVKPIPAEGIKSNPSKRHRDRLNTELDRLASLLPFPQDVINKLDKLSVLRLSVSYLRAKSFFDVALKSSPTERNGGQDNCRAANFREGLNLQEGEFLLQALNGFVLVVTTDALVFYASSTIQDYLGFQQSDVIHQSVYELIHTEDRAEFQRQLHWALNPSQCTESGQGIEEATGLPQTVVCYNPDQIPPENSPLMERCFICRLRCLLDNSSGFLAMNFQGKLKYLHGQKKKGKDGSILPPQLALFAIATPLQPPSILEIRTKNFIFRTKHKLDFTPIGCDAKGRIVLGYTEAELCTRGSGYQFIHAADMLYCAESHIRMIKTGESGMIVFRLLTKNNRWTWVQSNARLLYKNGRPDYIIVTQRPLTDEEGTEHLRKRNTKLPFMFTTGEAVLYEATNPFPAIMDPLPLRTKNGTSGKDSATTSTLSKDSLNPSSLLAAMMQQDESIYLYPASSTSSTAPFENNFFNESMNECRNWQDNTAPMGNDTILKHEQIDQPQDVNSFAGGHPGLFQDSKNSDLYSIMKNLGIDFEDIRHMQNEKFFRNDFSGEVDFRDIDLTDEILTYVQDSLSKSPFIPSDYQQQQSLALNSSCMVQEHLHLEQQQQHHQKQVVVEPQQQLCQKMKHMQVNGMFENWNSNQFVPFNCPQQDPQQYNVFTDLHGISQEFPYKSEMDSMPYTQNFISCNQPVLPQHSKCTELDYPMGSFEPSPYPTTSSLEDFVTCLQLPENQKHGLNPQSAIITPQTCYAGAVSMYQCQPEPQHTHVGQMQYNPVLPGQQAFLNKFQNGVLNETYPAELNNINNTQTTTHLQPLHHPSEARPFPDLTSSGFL
LAP4-GFP MLPCN: yeast TOR pathway LAP4-GFP modulation; S. cerevisiae LAP4-GFP multiplex, flow cytometry GFP, 3 h; median GFP as percent of DMSO wells; GFP response vs DMSO, % at 10 µM; actives 0.34% (n = 320,000);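 active = GFP response vs DMSO above a set limit, about the screen mean plus 3 SD, cut at about 150% in these data; inconclusive = under 70 cell events counted for the yeast strain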
AGP1-GFP MLPCN: alters AGP1-GFP fluorescence in TOR pathway yeast screen. S. cerevisiae AGP1-GFP multiplex flow cytometry, 3 h; GFP as percent of DMSO wells. GFP response vs DMSO, % at 10 µM. actives 0.02% (n = 320,000);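 active = GFP response relative to DMSO above a set limit, near screen average plus 3 SD, cut at about 150% in these data; inconclusive = fewer than 70 cells counted for the yeast strain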;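 note: median GFP channel fluorescence of the gated AGP1 strain per well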
RPL19A-GFP yeast: modulators of TOR pathway RPL19A-GFP in S. cerevisiae; S. cerevisiae RPL19A-GFP strain, flow cytometry, 3 h; active compounds read low; percent response vs DMSO, % at 10 µM; actives 0.3% (n = 330,000); AID 2025;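 active = percent response vs DMSO below 50%; inconclusive = fewer than 70 events counted for the yeast strain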;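 note: median channel GFP fluorescence of the barcoded RPL19A-GFP strain; ratio of sample median GFP to plate DMSO average so 100% = DMSO; lower means less RPL19A-GFP as with rapamycin TOR inhibition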
Numbers without * were called inactive; ? = inconclusive; nt = not tested or not shown; [ ] = another dose, or the depositor's remark.

SMILES	CR mimetic SO	MEP2 TOR yeast	CIT2 TOR yeast	Efflux pump inh	AHR activator	LAP4-GFP MLPCN	AGP1-GFP MLPCN	RPL19A-GFP yeast
Cn1c(CC(=O)Nc2ccccc2)nnc1SCCOc1ccccc1	101	104	94	0.0	12	98	103	100
Cc1ccccc1CNC(=O)Cn1cnc(S(=O)(=O)N2CCCC2)c1	84	111	107	0.3	1	94	102	100
Cc1ccc(NC(=O)c2cccc(C(=O)OC(C)C)n2)c(Br)c1	94	107	99	0.0	0	101	108	105
O=C(Cn1cnc2ccccc2c1=O)NC1CCS(=O)(=O)C1 (stereo not drawn)	106	109	102	0.1	-1	115	115	104
Cc1cccc(OCCNc2cc(N3CCN(CCO)CC3)ccc2[N+](=O)[O-])c1	109	95	94	0.0	5	95	98	99
CCOc1ccc(N(CC(=O)Nc2ccccc2OCC)S(=O)(=O)c2c(C)noc2C)cc1	103	115	102	0.3	9	104	106	102
C#CCOCCOCCOCCNc1nc(N2CCN(C(=O)[C@H](CCCCN)n3cc(CN)nn3)CC2)nc(N2CCN(C(=O)[C@H](CCCCN)n3cc(CN)nn3)CC2)n1	109	91	92	-0.2	0	93	96	95
Cc1nn(-c2ccc(F)cc2F)c2c1-c1nc(N3CCCC3)ncc1CC2	101	111	112	0.4	-8	103	109	105
C[C@H](CO)N1C[C@H](C)[C@@H](CN(C)S(C)(=O)=O)Oc2c(NC(=O)Nc3ccc(C(F)(F)F)cc3)cccc2C1=O	85	99	100	0.0	-3	100	100	100
COc1ccc(NC(=O)CSCC(=O)N2CCN(c3cccc(C(F)(F)F)c3)CC2)cc1	105	96	95	-0.2	1	105	95	96
CN1CCN2c3ccccc3Cc3ccccc3C2C1 (stereo not drawn)	82	95	90	0.1	0	123	85	99
CCCCNC(=O)NCCN1CCOCC1	79	103	nt	-0.1	1	nt	nt	105
COC(=O)/C=C1\S/C(=N/N=C/c2ccc(Cl)cc2)NC1=O	103	105	93	0.0	3	104	105	102
O=C(NNS(=O)(=O)c1ccc(F)cc1)c1ccc2c(c1)OCO2	100	98[may fluoresce green]	123[may fluoresce green]	-0.4	21	105[may fluoresce green]	109[may fluoresce green]	97[may fluoresce green]
COc1ccc(N2CCN(C(CNC(=O)C(C)C)c3ccc4c(c3)OCO4)CC2)cc1 (stereo not drawn)	99	98	101	0.0	2	100	106	99
Cc1cc(N2CCN(C)CC2)nc2ccc(NC(=S)N3CCCCCC3)cc12	111	96	80	-0.1	9	100	104	96
O=C(CNC(=O)c1cccc(F)c1)OCC(=O)N1CCN(C(=O)c2ccco2)CC1	103	93	77	0.2	2	89	101	97
N#C/C(=C\c1cccs1)C(=O)c1ccccc1Cl	104	89	106	0.1	13	115	114	97
O=C(CSC1=Nc2ccccc2C2CC=NN12)Nc1ccc(F)c(F)c1F (stereo not drawn)	106	102	101	-0.1	51*	109	102	101
CN(CCC#N)C(=O)CSc1nnc(-c2c[nH]c3ccccc23)o1	88	105	100	0.1	2	107	105	104
O=C(C1CCCN(c2nnc(-n3cccc3)s2)C1)N1CCN(c2ccccc2)CC1 (stereo not drawn)	99	90	86	0.3	1	119	98	97
O=C(NCc1ccccc1C(F)(F)F)C1CC(c2cccc(F)c2)=NO1 (stereo not drawn)	124	99	89	0.1	1	108	87	98
CCc1ccc(N2CC(C(=O)OCC(=O)Nc3ccc([N+](=O)[O-])cc3)CC2=O)cc1 (stereo not drawn)	91	105	101	-0.2	0	104	104	113
COc1ccc(N2CCN(C(=O)Cc3ccc(-n4c(=O)[nH]c5ccccc5c4=O)cc3)CC2)cc1	79	97	104	-0.3	0	97	103	98
CCc1nc(SCC(=O)c2c[nH]c3ccccc23)n[nH]1	70	98	102	0.0	19	100	103	100
O=C(CSc1ccc(-c2cccnc2)nn1)N1CCCC1	100	100	97	0.1	29	104	98	98
CC(C)CNC(=O)COc1ncnc2sccc12	123	101	92	0.2	0	103	101	102
COc1cccc(C(=O)Nc2ccc(F)cc2F)c1	88	103	100	0.5	-7	103	98	99
CCCN(C(=O)c1ccc(N(C)S(=O)(=O)c2ccc(C)cc2)cc1)C1CCS(=O)(=O)C1 (stereo not drawn)	117	105	94	0.0	-2	112	105	97
O=C(Nc1ccccc1-c1ccccc1)c1ccc(Br)o1	114	101	93	0.3	5	91	89	97
CC(C)N1CCc2c(sc(NC(=O)Cc3ccccc3)c2C#N)C1	141	100	94	0.5	44	105	98	102
CC(=O)N1CCN(S(=O)(=O)c2cccc(C(=O)Nc3ccc(F)c(F)c3)c2)CC1	103	97	99	-0.1	-1	97	96	97
Cc1cc(Cl)c(S(=O)(=O)NCc2ccccc2)cc1OCC(N)=O	98	101	101	0.0	1	98	107	103
O=C(CNCc1cccnc1)Nc1cc(C(F)(F)F)ccc1N1CCOCC1	93	104	94	0.1	3	102	98	95
CCS(=O)(=O)C1=NN2C(=N)/C(=C\c3ccc(OC(=O)c4ccco4)cc3)C(=O)N=C2S1	99	105	100	-0.1	1	95	77	100
COc1ccc(CCNC(=O)c2c(Cl)ccc(Cl)c2OC)cc1OC	90	106	97	-0.1	0	95	94	93
Cc1cc(C(=O)COC(=O)COc2ccc(C#N)cc2)c(C)n1C1CC1	96	98	93	0.0	3	118	103	96
O=C(c1ccccc1)N1CCN(C(=O)c2cc3ccccc3oc2=O)CC1	88	?	?	-0.3	3	?	?	28*[may fluoresce violet]
COc1cccc(CN(C)C(=O)CN2C(=O)NC(c3ccccc3)(c3ccccc3)C2=O)c1	101	100	97	0.0	1	100	112	101
Cc1cnc([N+](=O)[O-])n1CCOC(=O)NC(=O)c1ccccc1	100	109	99	-0.2	-1	99	97	95
CCc1nnc(NC(=O)c2ccc(COc3ccccc3Cl)o2)s1	104	96	106	0.0	0	95	99	103
COc1ccc(NC(=O)C(NC(=O)c2ccc(=O)[nH]c2)c2ccc(OC)cc2)cc1 (stereo not drawn)	111	105	102	0.1	1	94	103	109
CC(NC1CCCC1)C(=O)Nc1ccccc1-c1ccccc1 (stereo not drawn)	114	99	98	0.4	1	100	101	104
Cc1ccc(C)c(S(=O)(=O)N2CCCC2CNC(=O)C(=O)NCc2cccs2)c1 (stereo not drawn)	99	102	100	0.1	0	112	107	99
CCCc1nc2oc3c(=O)[nH]cnc3c2c2c1COC(C)(C)C2	94	100	100	0.0	-2	98	97	104
CCc1noc(C)c1C(=O)NNC(=O)c1nn(CC)c(=O)c2ccccc12	93	93	92	-0.1	0	101	101	94
Cc1nc2ccc(NC(=O)c3ccc(Cl)c(NC(=O)c4cccs4)c3)cc2s1	106	96	86	0.9	27	94	87	nt
Cc1cc2cc(C)c3nnc(SCC(=O)Nc4ccc(S(=O)(=O)N5CCCCC5C)cc4)n3c2cc1C (stereo not drawn)	99	105	103	0.2	1	101	97	102
O=C(OCc1nnc(-c2ccccc2)o1)C1CC(=O)N(CCc2ccccc2)C1 (stereo not drawn)	114	99	91	0.1	2	98	98	99
CNC(=O)c1[nH]nc2c1CCc1cc(OC)ccc1-2	103	109	102	-0.1	-6	108	102	106
COc1ccc(NC(=S)N2CCCN(Cc3cccc(Cl)c3)C2)cc1	88	100	102	-0.1	0	105	106	100
O=C(Nc1ccc(C2CC2(Cl)Cl)cc1)c1cccc([N+](=O)[O-])c1 (stereo not drawn)	100	108	112	-0.1	96*	83	107	109
CCOC(=O)c1sc(=NC(=O)/C=C/c2ccccc2)n(C)c1C	96	102	108	-0.1	1	100	103	102
CC1(C)Oc2ccc3ccc(=O)oc3c2[C@@H](O)[C@@H]1O	92	100	101	-0.4	1	98	100	97
COC(=O)/C(=N/Nc1ccc(C)cc1)N1CCCc2ccccc21	63*	102	100	-0.1	3	94	73	101
O=C(c1ccc(CN2CCc3ccccc3C2)cc1)N1CCN(c2ccccc2)CC1	95	112	102	0.4	1	97	107	114

Going on with the list:
SMILES	CR mimetic SO	MEP2 TOR yeast	CIT2 TOR yeast	Efflux pump inh	AHR activator	LAP4-GFP MLPCN	AGP1-GFP MLPCN	RPL19A-GFP yeast
CCOC(=O)C(CC)Sc1nc2c(cnn2-c2ccc(F)cc2)c(=O)[nH]1 (stereo not drawn)	101	103	99	0.0	5	102	100	98
CC(C)N(CCc1ccncc1)C(=O)Nc1ccc(Cl)c(Cl)c1	96	101	92	-0.1	8	112	111	102
COc1ccc(NC(=O)CSc2nc3sc(C)cc3c(=O)n2C)cc1	108	101	103	-0.1	1	102	103	102
Cc1ccc(-c2nc(C#N)c(N3CCC(C)CC3)o2)cc1	90	107	106	-0.1	4	95	102	105
CCn1nc(C)cc1C(=O)Sc1cccc(Br)c1	100	114	105	-0.1	-1	123	111	96
COc1ccc2c(CSc3nnc(-c4cccnc4)n3-c3ccccc3F)cc(=O)oc2c1	101	103	108	-1.1	2	93	104	106
Cc1ncc(CSc2ccc(Cl)cc2)c(CO)c1O	104	98	101	-0.4	-5	96	97	106
Cc1noc(C)c1-c1ccc2ncnc(NCC3CCCCN3C)c2c1 (stereo not drawn)	115	86	108	-0.4	-1	95	103	100
COc1ccc(NC(=O)c2cc(-c3ccc(C)cc3O)n[nH]2)c(OC)c1	106	105	105	0.0	3	98	96	101
CN(C)/C=C(\C#N)S(=O)(=O)c1ccc(Cl)cc1	99	107	98	-0.1	-1	110	103	98
CCCc1[nH]n(-c2nc3ccccc3s2)c(=O)c1C=NCCN1CCOCC1	106	113	75	-0.2	10	105	102	87
Cc1cc(C)c(C#N)c(Sc2nnnn2-c2ccccc2)n1	103	95	99	0.0	-2	103	103	103
COCCNc1nc(SC)nc2sc3c(c12)CCN(C)C3	98	102	104	0.0	5	90	96	103
O=C(c1ccccc1)C(C(=O)N1CCCCC1)n1ccccc1=O (stereo not drawn)	90	105	104	0.2	4	105	104	104
Cc1nn(C)c(C)c1S(=O)(=O)N1CCCC(C(=O)NC2CCCCCC2)C1 (stereo not drawn)	94	111	101	0.3	0	100	102	99
O=C(NCc1ccc(F)cc1)c1cc(S(=O)(=O)N2CCCCC2)ccc1Cl	95	106	95	0.5	0	101	106	101
CC(=O)Nc1cccc(OCC(=O)NS(=O)(=O)c2ccc(C)cc2)c1	117	104	99	0.5	-1	105	97	102
Cc1ccc2c(c1)C1CN(C)CCC1N2C(=O)c1ccccc1NS(=O)(=O)c1ccc(F)cc1 (stereo not drawn)	97	109	107	-0.2	0	109	100	104
COc1ccc(N(C(=O)c2csnn2)C(C(=O)NC2CCCC2)c2cccs2)cc1 (stereo not drawn)	92	106	106	-0.4	1	102	105	103
CCOC(=O)/C=C1\NC(=O)C(C)S1 (stereo not drawn)	96	101	104	-0.2	-4	92	105	101
O=C(O)c1ccc(/C=C2\SC(=Nc3ccccc3)N(c3ccccc3)C2=O)cc1	101	104	106	-0.2	-3	99	108	110
Brc1cc2c(cc1COc1ccc(-c3nn[nH]n3)cc1)OCO2	118	113	103	0.1	8	109	107	104
Cc1nn(CCOc2ccccc2)c(=O)n1-c1c(F)cccc1F	93	99	108	-0.1	11	100	97	97
CCN(C(=O)COC(=O)c1ccc(O)cc1O)c1c(N)n(Cc2ccccc2)c(=O)[nH]c1=O	94	100	101	-0.3	-2	101	108	100

Rows are unselected; 3.9% or so of the library scored in one or more.
